# POLB inh – qHTS Assay for Inhibitors of DNA Polymerase Beta | P06746 | Pol beta primer extension/strand displacement, fluorescence kinetic | Potency, µM (highest dose often 114 µM), for the others: at the top dose activity change, negative = inhibition, most hits filed as inhibitors | 340,000 compounds, 1.3% hits; further: on the % scale 0 is the no-effect control and ±100 the full control effect
#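 Values derive from four-parameter Hill fits of normalized kinetic data: reads at 0 and 10 min following addition of 50 nM substrate to 10 nM Pol beta preincubated 15 min with compound.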
# POLI inh – qHTS for Inhibitors of Polymerase Iota | AID 588590, 2011 | Pol iota fluorescent replication assay, 10 min | 390,000 compounds, 1% hits | DNA polymerase iota (Homo sapiens), Q9UNA4 | Potency, µM (top dose mostly 115 µM), for the others: top-dose activity, negative = inhibition, actives largely listed as inhibitors
#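 Pol iota at 10 nM preincubated 15 min with compounds at room temperature; reaction started with fluorescent substrate, 50 nM final. Fluorescence read kinetically at 0 and 10 min; buffer-only wells as negative control.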
# APEX1 inh – qHTS Assay for Inhibitors of the Human Apurinic/apyrimidinic Endonuclease 1 (APE1); DNA repair nuclease/redox regulator APEX1 (Homo sapiens), P27695; recombinant APE1, TAMRA/BHQ-2 abasic DNA cleavage fluorescence; Potency, µM (top dose mostly 65.8 µM), for inactives: at the highest dose activity change, negative = inhibition, usual class: inhibitors; 350,000 compounds, 0.35% hits; AID 2517, 2012;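 further: plate controls were vehicle for no effect and reference inhibitor for full effect; nearly all actives have a fitted effect of over 55% in size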
#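 Quantitative HTS: incision of a TAMRA/BHQ-2 double-stranded substrate bearing a tetrahydrofuran abasic site by 0.75 nM APE1 raises fluorescence. Substrate 50 nM final, added after 15 min compound preincubation at room temperature; progress as third-minus-first kinetic read difference.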
# G9a inh – qHTS Assay for Inhibitors of Histone Lysine Methyltransferase G9a. Histone-lysine N-methyltransferase EHMT2 (Homo sapiens), Q96KQ7. G9a H3K9 monomethylation, AlphaScreen, 2 h. Potency, µM (titrated, usually from 102 µM), inactives show at the top dose activity, negative = inhibition, actives largely listed as inhibitors. 350,000 compounds, 8.8% hits. AID 504332, 2011; further: on the % scale 0 is the no-effect control and ±100 the full control effect; nearly all actives have a fitted effect of over 75% in size
#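 Enzyme 20 nM + cpd, 15 min RT; add b-H3K9 pep 500 nM / SAM 20 uM; 2 h RT; anti-H3K9me1 Ab 0.5 ug/mL + SA donor / anti-rabbit acceptor beads 20 ug/mL each, 10 min; AlphaScreen read.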
# Anesthetic bind – qHTS Assay for Identification of Novel General Anesthetics; Ferritin light chain (Equus caballus), P02791; apoferritin/1-aminoanthracene competitive binding, fluorescence; Potency, µM (top dose mostly 77.5 µM), for the others: top-dose activity change, negative = displacement, most hits filed as inhibitors; 350,000 compounds, 0.074% hits; further: on the % scale 0 is the no-effect control and ±100 the full control effect; nearly all actives have a fitted effect of over 20% in size
#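 Horse-spleen apoferritin (10 uM) in 50% saturated 1-aminoanthracene in PBS was incubated 10 min at room temperature with compound. Fluorescence (ex 380, em 535 nm) was normalized to free and bound 1-AMA, with concentration-response fitted by a four-parameter Hill equation.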
# BAZ2B block – qHTS Assay for Inhibitors of BAZ2B; Bromodomain adjacent to zinc finger domain protein 2B (Homo sapiens), Q9UIF8; AlphaScreen BAZ2B-H3K14Ac peptide displacement; Potency, µM (series often up to 114 µM), for the others: at the top dose activity change, negative = inhibition, actives largely listed as inhibitors; 360,000 compounds, 4.4% hits; AID 504333, 2011; further: on the % scale 0 is the no-effect control and ±100 the full control effect; nearly all actives have a fitted effect of over 60% in size
#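 In this displacement format the biotinylated H3(5-23) peptide acetylated at Lys14 serves as ligand at 50 nM, with BAZ2B at 50 nM in PBS pH 7.4 containing 0.01% Tween-20. Donor and acceptor beads are 10 ug/mL final.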
# Pol kappa inh – qHTS for Inhibitors of Polymerase Kappa; 400,000 compounds, 0.53% hits; purified Pol kappa, fluorescent DNA synthesis assay, 10 min; Potency, µM (top dose mostly 107 µM), for inactives: at the highest dose activity, negative = inhibition, hits mostly inhibitors; DNA polymerase kappa (Homo sapiens), Q9UBT6; further: on the % scale 0 is the no-effect control and ±100 the full control effect
#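 Readout: fluorescence, taken kinetically at 0 and 10 min. Conditions: 10 nM Pol kappa, 15 min RT compound preincubation, 50 nM substrate final. Controls: enzyme-free buffer wells.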
# Pol eta inh – qHTS for Inhibitors of Polymerase Eta | DNA polymerase eta (Homo sapiens), Q9Y253 | recombinant Pol eta, fluorescent DNA replication assay | Potency, µM (doses to about 114 µM), inactives show at the top dose activity change, negative = inhibition, actives largely listed as inhibitors | 390,000 compounds, 1.2% hits; further: on the % scale 0 is the no-effect control and ±100 the full control effect
#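 Pol eta at 10 nM preincubated with compounds 15 min at room temperature; reaction started with fluorescent substrate (50 nM final) and read kinetically at 0 and 10 min.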
# BLM inh – qHTS Assay for Inhibitors of Bloom's syndrome helicase (BLM) | Potency, µM (series often up to 56.1 µM), for the others: at the highest dose activity change, negative = inhibition, actives largely listed as inhibitors | recombinant BLM DNA unwinding, fluorescence dequenching | 350,000 compounds, 0.2% hits | AID 2528, 2010;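 further: plate controls were vehicle for no effect and no enzyme for full effect; nearly all actives have a fitted effect of over 35% in size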
# The depositor's hits bear a star; ? = inconclusive; · = not tested or not shown; [ ] = remark or other dose. The call rests on the fitted dose curve; in most records, active means well fitted curve in the direction sought with a large enough effect; inconclusive means small, poorly fitted or top-dose-only effect, or another doubt; inactive means no such curve, though single readings can be large; an effect the other way counts as inactive or inconclusive. Potency means the concentration at half of the fitted maximal effect. Not all compounds are listed (hit frequency here may not be typical).
[1] COc1ccc(Cl)cc1N1Cc2ccccc2C1
[2] COc1ccccc1-c1nc(C#N)c(N2CC(C)CC(C)C2)o1 (configuration not stated)
[3] C/C(CC(=O)Nc1ccc(N(C)C)cc1)=N\NC(=O)C(=O)NCc1ccccc1
[4] O=C1CC(N2CCN(Cc3ccccc3)CC2)C(=O)N1c1ccccc1 (configuration not stated)
[5] Cc1ccc(-c2csc3ncn(-n4c(C)ccc4C)c(=O)c23)o1
[6] COc1cc(C2/C(=C(\O)c3ccc4c(c3)OCCO4)C(=O)C(=O)N2CCN2CCOCC2)cc(OC)c1OC (configuration not stated)
[7] CC(C)C[C@@H]1NC(=O)[C@H](C(C)C)NC(=O)c2cc([N+](=O)[O-])cc(I)c2OCC[C@@H](C(N)=O)NC1=O
[8] Cn1c(-c2ccccc2)cc2onc(-c3ccccc3)c2c1=O
compound no.,1,2,3,4,5,6,7,8
BAZ2B block,?,?,?,0%,?,-12%,-35%,18%
BLM inh,-5%,-1%,-4%,-1%,1%,-1%,3%,·
G9a inh,?,?,-45%,1%[2.33 µM],10µM*,·,45µM*,0%[2.33 µM]
Anesthetic bind,?,-6%,-19%,0%,-19%,-5%,-12%,·
POLI inh,9%,-15%,52%[activator],8%,-17%,13%,-10%,?
Pol kappa inh,3%,5%,4%,-5%,-14%,-15%,-15%,-10%
APEX1 inh,-10%,-3%,-8%,-5%,-7%,11%,?,21%
Pol eta inh,-2%,-5%,-20%,-9%,-9%,1%,-16%,-11%
POLB inh,6%,-10%,7%,1%,42%,12%,-3%,·

[9] CNc1ccnc(-c2ccccc2C)n1
[10] CNC(=O)Nc1ccccc1C(=O)Nc1ccccc1
[11] O=C(COc1ccccc1)NCC(c1ccc(Cl)cc1)N1CCOCC1 (configuration not stated)
[12] O=C(Nc1ccc(Nc2ccccc2)cc1)c1ccc(Br)cc1
[13] Cn1nnnc1SCC(=O)Nc1nc(-c2ccc(F)c(F)c2)cs1
[14] O=c1c2ccccc2[nH]c(=S)n1CCC1=CCCCC1
[15] CCCCc1ccc(NC(=S)N2CCCC(CO)C2)cc1 (configuration not stated)
[16] COc1cc(NC(=O)CN2C(=O)NC(C)(CCC(C)C)C2=O)cc(OC)c1 (configuration not stated)
compound no.,9,10,11,12,13,14,15,16
BAZ2B block,·,0%,-9%,5%,-11%,6%,1%,-2%
BLM inh,2%,0%,-1%,0%,-9%,-2%,0%,-15%
G9a inh,6%[0.501 µM],8%,-8%[59 µM],3%,?,8%[59 µM],23%[59 µM],-40%
Anesthetic bind,·,5%,-1%,-10%,-11%,-6%,?,?
POLI inh,·,-25%,13%,1%,33%[activator],4%,7%,10%
Pol kappa inh,2%[60.1 µM],-17%,-8%,-14%,-2%,-3%,-2%,-7%
APEX1 inh,1%,?,·,-3%,-8%,1%,0%,13%
Pol eta inh,·,-9%,-20%,-4%,-17%,-2%,0%,-3%
POLB inh,·,22%,6%,45%,0%,1%,5%,30%

[17] CC(Oc1ccccc1)C(=O)N1CCN(c2ccc(N3CCCCC3)nn2)CC1 (configuration not stated)
[18] O=C(O)c1ccccc1C(=O)Nc1ccc(Oc2cccc3ccccc23)cc1
[19] CC12CC3(C)CC(C)(C1)CC(C(=O)NCc1cccnc1)(C2)C3
[20] O=C(Nc1ccc(F)cc1)Nc1ccccc1N1CCCCC1
[21] CCOc1ccc(NC(=O)CN2C(=O)CSC2=O)cc1
[22] CSc1nc2ccc(NS(=O)(=O)c3c(Cl)cccc3Cl)cc2s1
[23] O=C(C1CCC(CNS(=O)(=O)c2cccc3nsnc23)CC1)N1CCN(c2ccccn2)CC1 (configuration not stated)
[24] CCN(CC)c1ccc2cc(-c3nc4ccccc4[nH]3)c(=O)oc2c1
compound no.,17,18,19,20,21,22,23,24
BAZ2B block,11%,50µM*,-7%,6%,-22%,1%,-6%,19%
BLM inh,·,-1%,3%,-4%,0%,-20%,-11%,30%[activator]
G9a inh,2%[2.33 µM],40µM*,·,4%,10%,30%[59 µM],-28%,-4%[59 µM]
Anesthetic bind,·,?,-18%,-4%,-13%,-12%,-15%,51%[activator]
POLI inh,22%,-12%,138%[activator],13%,-25%,10%,22%,29%
Pol kappa inh,-1%,5%,2%,-3%,-10%,-20%,-2%,-4%
APEX1 inh,-8%,-1%,-5%,2%,-1%,2%,-11%,-2%
Pol eta inh,-8%,-22%,-16%,-23%,?,-5%,-10%,?
POLB inh,·,?,0%,2%,?,-3%,1%,?

[25] COc1cccc(-c2nnc(SCC(=O)N(C)c3ccccc3)o2)c1
[26] CC1CCCC(NC(=O)C2CC(=O)N(Cc3ccccc3)C2)C1C (configuration not stated)
[27] COc1ccc(CCN(C)C2CC(=O)N(c3ccccc3)C2=O)cc1OC (configuration not stated)
[28] O=C(O)CCSc1nnc(COc2cccc3ccccc23)n1-c1cccc(Cl)c1
[29] CCOC(=O)[C@H]1[C@H]2COc3ccc(C)cc3[C@@H]2N2C(=O)CN(Cc3ccc(OC)cc3)C(=O)[C@@]12C
[30] COC(=O)CSc1nc(N)c2c3c(sc2n1)C(c1ccccc1)SC(c1ccccc1)C3 (configuration not stated)
[31] CSc1nnc(C)c(=O)n1COC(=O)/C=C/c1ccccc1
[32] O=C(CCCOc1ccccc1)Nc1ccc(S(=O)(=O)N2CCOCC2)cc1
compound no.,25,26,27,28,29,30,31,32
BAZ2B block,0%,-6%,4%,-25%,-1%,7%,-17%,-2%
BLM inh,-4%,-1%,-4%,-1%,·,-7%,0%,-2%
G9a inh,-14%[59 µM],·,·,?,9%[0.501 µM],?,8%,9%
Anesthetic bind,-6%,-10%,35%[activator],-11%,·,-9%,1%,?
POLI inh,3%,17%,139%[activator],0%,29%,-7%,12%,6%
Pol kappa inh,-2%,3%,-14%,2%,6%,-4%,14%,-4%
APEX1 inh,·,8%,-2%,3%,12%,8%,3%,-3%
Pol eta inh,·,-13%,-17%,-17%,-26%,-17%,-26%,-15%
POLB inh,-2%,26%,-4%,-1%,·,?,-1%,5%

[33] COc1cc(OC)c2c(-c3cccc(-c4ccc(OC)c(F)c4)c3)cc(=O)oc2c1
[34] COC(=O)C1=C(O)/C(=C/c2cccc(OC)c2O)N=C1C
[35] Cc1ccc(/C=C(\C#N)C(=O)NCCN2CCOCC2)cc1
[36] CCOc1ccc(CCNC(=O)COC(=O)c2cccnc2OCC)cc1OCC
[37] CCN(CC)S(=O)(=O)c1ccc(/C=C/C(=O)O)cc1
[38] Cc1ccc(C2(C)NC(=O)N(CC(=O)NCc3cccs3)C2=O)cc1 (configuration not stated)
[39] O=C(Cc1c(Cl)cccc1Cl)NC1=NCCS1
[40] Oc1ccc(N2CCN(c3ncnc4sc(-c5ccccc5)cc34)CC2)cc1
compound no.,33,34,35,36,37,38,39,40
BAZ2B block,·,-25%,9%,3%,·,-6%,?,40µM*
BLM inh,-1%[75.6 µM],-4%,2%,-3%,0%,-3%,3%,-3%
G9a inh,-1%[59 µM],?,-6%,-4%,-8%,12%[59 µM],0%,3.2µM*
Anesthetic bind,-3%[110 µM],-10%,-8%,-14%,-7%,2%,-7%,-9%
POLI inh,-20%,38%,27%,16%,12%,?,·,105%[activator]
Pol kappa inh,3%,2%,-5%,-1%,3%,-20%,·,-11%
APEX1 inh,?,2%,-6%,-4%,-14%,-11%,0%,3%
Pol eta inh,-4%,-20%,-6%,5%,-13%,-2%,·,-9%
POLB inh,·,22%,6%,42%,-9%,23%,-23%,11%

# In the list so far, 6 contain an aryl thioether with sulfur outside any ring:
[13] Cn1nnnc1SCC(=O)Nc1nc(-c2ccc(F)c(F)c2)cs1
[22] CSc1nc2ccc(NS(=O)(=O)c3c(Cl)cccc3Cl)cc2s1
[25] COc1cccc(-c2nnc(SCC(=O)N(C)c3ccccc3)o2)c1
[28] O=C(O)CCSc1nnc(COc2cccc3ccccc23)n1-c1cccc(Cl)c1
[30] COC(=O)CSc1nc(N)c2c3c(sc2n1)C(c1ccccc1)SC(c1ccccc1)C3 (configuration not stated)
[31] CSc1nnc(C)c(=O)n1COC(=O)/C=C/c1ccccc1
compound no.,13,22,25,28,30,31
BAZ2B block,-11%,1%,0%,-25%,7%,-17%
BLM inh,-9%,-20%,-4%,-1%,-7%,0%
G9a inh,?,30%[59 µM],-14%[59 µM],?,?,8%
Anesthetic bind,-11%,-12%,-6%,-11%,-9%,1%
POLI inh,33%[activator],10%,3%,0%,-7%,12%
Pol kappa inh,-2%,-20%,-2%,2%,-4%,14%
APEX1 inh,-8%,2%,·,3%,8%,3%
Pol eta inh,-17%,-5%,·,-17%,-17%,-26%
POLB inh,0%,-3%,-2%,-1%,?,-1%

# Screens (PubChem)
